Lamin A splicing = changes lamin A minigene splicing in HeLa cells | HeLa LMNA splicing GFP/RFP minigene ratio, 48 h | Potency, µM (series often up to 46.1 µM), without a hit: top-dose ratio change, negative = inhibition, hits mostly inhibitors | hit rate 0.01% among 200,000 | AID 1487; active = well fitted inhibition curve with a large enough effect in the signal ratio, with a control signal flat, not every such curve was filed as active; inconclusive = small, poorly fitted or top-dose-only effect, or effect the other way, or a change in a side signal; the % refers to the signal ratio
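S3 HeLa stable clones carrying a lamin A-EGFP splicing minigene plus DsRed2 were seeded at 600 cells/well in Opti-MEM with 2% FBS, pin-dosed and incubated 48 h at 37°C. Acumen cytometry (488 nm) gave the GFP/RFP total-intensity ratio.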
* hit, by the source's call; u = inconclusive; [ ] = another dose, or the depositor's remark. % is set by controls: 0 for no effect and ±100 for the full control effect; potency is the fitted concentration of half-maximal effect.

compound | Lamin A splicing
COc1ccccc1NC(=O)C1=C(C)Nc2nc(SCc3cc(C)ccc3C)nn2C1c1ccccc1 (stereo not given) | u
Cc1ccc(NC(=O)CSc2nc3ccccc3n2CC(=O)N2CCC(C)CC2)cc1C | u
Cc1ccc(-c2cnc(C3CC3)o2)cc1S(=O)(=O)Nc1ccc(F)cc1Cl | u
O=S(=O)(NCCc1csc2nc(-c3ccc(Cl)cc3)nn12)c1cccs1 | 13.7%[46 µM]
CCOc1cc(-c2nnc(SCC(=O)Nc3ccc(F)c(F)c3)nc2-c2ccc(OC)c(OCC)c2)ccc1OC | -13.5%[46 µM]
CCOc1ccc(NC(=O)C2Cc3ccccc3N2C(=O)c2ccccc2)cc1 (stereo not given) | -8.7%[46 µM]
CN(C)c1ccc(C(CNS(=O)(=O)c2cc(F)ccc2F)N2CCOCC2)cc1 (stereo not given) | -14.2%[46 µM]
CCN(C(=O)Nc1cn(CC(C)C)c(=O)c2ccccc12)c1cc(C)ccc1C | -1.8%[46 µM]
CCOCCCNc1ncnc2onc(C)c12 | 3.1%[46 µM]
O=C(CCC1N=C2c3ccccc3N=C(SCc3cccc(F)c3)N2C1=O)NCCc1ccccc1 (stereo not given) | 23.7%[46 µM]

Other results
compound | Lamin A splicing
NC(=O)C1CCN(C(=O)c2ccc3c(c2)N(Cc2cccc(Cl)c2)C(=O)c2ccccc2S3(=O)=O)CC1 | -20.1%[46 µM]
Cc1ccc(N2C(=O)CCSC23C(=O)N(Cc2ccc(F)cc2)c2ccccc23)cc1 (stereo not given) | -6.1%[46 µM]
COc1ccc(CC(=O)Nc2ccc(-c3nc4ccccc4s3)c(C)c2)cc1 | 0.3%[46 µM]
COc1ccc(CNC(=O)c2ccc(CN3C(=O)C(C)=C(c4ccc(C)cc4)S3(=O)=O)cc2)cc1 | u
CCc1cnc2c(c1SCC(=O)Nc1ccc(OC)c(OC)c1)c(=O)n(C)c(=O)n2C | -6.4%[46 µM]
Cc1ccc(C)c(NC(=O)CCNS(=O)(=O)c2ccc3c(c2)CCCC(=O)N3)c1 | 9.7%[46 µM]
Cc1c(C(=O)Nc2ccccc2Br)oc2ccc(S(=O)(=O)N3CCOCC3)cc12 | u
CN1CCN(CCNC(=O)c2cnn(-c3cccc(Cl)c3)c2C2CCN(C(=O)OC(C)(C)C)CC2)CC1 | -1.8%[46 µM]
COC(=O)c1cnn(-c2ccc(C(=O)Nc3cc(OC)c(OC)c(OC)c3)cc2)c1N | -16.1%[46 µM]
CCOc1ccc(C(=O)NCCc2sc3nc(-c4ccc(Cl)cc4)nn3c2C)cc1OCC | u

More records:
compound | Lamin A splicing
CCOC(=O)C1CCCN(C(=O)C2CCN(S(=O)(=O)c3c(C)noc3/C=C/c3ccc(C)cc3)CC2)C1 (stereo not given) | 8.3%[46 µM]
COc1ccc(CNC(=O)CCC2N=C3c4ccccc4N=C(SCc4ccccc4F)N3C2=O)cc1 (stereo not given) | -20.4%[46 µM]
Cn1cc(S(=O)(=O)c2ccccc2)c(=O)c2cc(F)c(N3CCOCC3)cc21 | 13.3%[46 µM]
O=C(NCCc1ccc(Cl)cc1)c1ccc(CSCc2ccccc2Cl)o1 | u
Cc1cc(C)c(NC(=O)c2cc(S(=O)(=O)N3CCCC3)cn2C)c(C)c1 | -3.7%[46 µM]
COc1ccc(C(=O)Nc2nnc(SCc3cc(=O)n4cc(Cl)ccc4n3)s2)cc1 | 7.6%[46 µM]
COc1ccc2c(c1)C=C(C(=O)NCc1cc(Br)ccc1OC)CO2 | 5.5%[46 µM]
CNC(=O)C1CCC(Cn2c(=O)c3sccc3n(CC(=O)Nc3ccc(C)cc3C)c2=O)CC1 (stereo not given) | 18.3%[46 µM]
CCC(C)(C)NC(=O)C1CCN(S(=O)(=O)c2c(C)noc2/C=C/c2ccc(C)cc2)CC1 | u
CCOc1cc(C(=O)OCc2cc(=O)n3nc(CC)sc3n2)cc(OCC)c1OCC | -10.0%[46 µM]

New compounds follow:
compound | Lamin A splicing
COc1cccc(CNC(=O)CSC2=Nc3ccccc3N=C(c3ccc(F)cc3)C2)c1 | -21.7%[46 µM]
Cc1cccc(C)c1-n1ncc(C(=O)N2CCN(c3ccccc3)CC2)c1C1CCN(C(=O)OC(C)(C)C)CC1 | 6.3%[46 µM]
COc1cccc(C(=O)Nc2cccc(OCc3cc(=O)n4cccc(C)c4n3)c2)c1 | 1.2%[46 µM]
CN(C)CCNC(=O)c1ccc2c(c1)NC(=O)C(CS(=O)(=O)Cc1cccc(Br)c1)N2 (stereo not given) | u
COC(=O)c1sc2cccc(F)c2c1S(=O)(=O)N1CCN(c2ccc(F)cc2)CC1 | -4.1%[46 µM]
CN(C)c1cccc(C(=O)N2CCC(c3ccncc3)CC2)c1 | u
COc1ccc(S(=O)(=O)NCCS(=O)(=O)N2CCN(c3ccccc3F)CC2)cc1 | u
COc1cc(NC(=O)NCCn2nnc3cc(S(=O)(=O)N(C)C)ccc32)cc(OC)c1OC | 8.8%[46 µM]
O=C(c1ccco1)N(Cc1cccnc1)c1nc2c(F)cccc2s1 | 1.9%[46 µM]
COc1ccc(CCNC(=O)C(=O)NCC(c2ccc3c(c2)OCO3)N2CCOCC2)cc1 (stereo not given) | 6.5%[46 µM]

Going on with the list:
compound | Lamin A splicing
CCC(=O)Nc1ccc(S(=O)(=O)NCc2ccc3c(c2)CCN3C(=O)c2ccc(C)cc2)cc1 | -1.8%[46 µM]
O=C(CSc1nc(=O)n(Cc2cccnc2)c2c1CCC2)Nc1ccc(F)cc1F | 6.0%[46 µM]
CCOc1ccc(C2C(=O)N(C3CCCCCC3)CC(=O)N2CCc2ccccc2)cc1OC (stereo not given) | u
COc1cc(CN2CCc3nc(N4CCN(c5ccccn5)CC4)ncc3C2)cc(OC)c1OC | 10.2%[46 µM]
CCOc1ccc(C2c3[nH]c4ccccc4c3CCN2C(=O)CCC2CCCC2)cc1 (stereo not given) | u
COc1ccc(NC(=O)CSc2nc3nc(C)cc(C)n3n2)cc1OC | 23.7%[46 µM]
CCc1ccc(NC(=O)Cn2cc(S(=O)(=O)N3CCCC3)c(S(=O)(=O)N3CCCC3)c2)cc1 | 21.1%[46 µM]
CCOC(=O)c1cccc(NC(=O)c2sc3nc[nH]c(=O)c3c2C)c1 | 15.6%[46 µM]
CCOC(=O)c1noc2nc(C)n(Cc3cccc([N+](=O)[O-])c3)c(=O)c12 | -24.1%[46 µM]
Cc1ccc(CNC(=O)c2c[nH]c3ccc(S(=O)(=O)Nc4ccc(C(C)C)cc4)cc3c2=O)cc1 | -25.9%[46 µM]

Going on with the list.
compound | Lamin A splicing
CC(C)(C)NC(=O)N1CCC(C(=O)O)CC1 | u
O=C(CN1CCCN(Cc2cccc(F)c2)S1(=O)=O)Nc1ccc2c(c1)OCCO2 | -2.7%[46 µM]
CCC(=O)N1c2ccccc2CC1C(=O)NCc1ccc(N(C)C)cc1 (stereo not given) | u
CCOc1ccccc1Nc1ncnc2c1cnn2-c1ccc(C)cc1 | -8.3%[46 µM]
O=c1oc2c(CN3CCN(CCO)CC3)c(O)ccc2cc1-c1ccccc1 | u
CC(=O)N1CCCc2cc(S(=O)(=O)N(C)CC(=O)Nc3cccc(C)c3C)ccc21 | 13.7%[46 µM]
Cc1ccccc1CSc1nc2nc(C)c(Cc3ccccc3)c(C)n2n1 | u
COc1ccccc1N1CCN(S(=O)(=O)CCNC(=O)Cc2ccc(Cl)cc2)CC1 | -17.9%[46 µM]
COc1ccccc1CNC(=O)c1ccc(N2CCCC2)c(NC(=O)NCc2ccc(F)cc2)c1 | u
CNC(=O)c1c(NC(=O)/C=C/c2ccccc2)sc2c1CCC2 | u

Grouped by structure: the entries above containing an aryl thioether with sulfur outside any ring
compound | Lamin A splicing
COc1ccccc1NC(=O)C1=C(C)Nc2nc(SCc3cc(C)ccc3C)nn2C1c1ccccc1 (stereo not given) | u
Cc1ccc(NC(=O)CSc2nc3ccccc3n2CC(=O)N2CCC(C)CC2)cc1C | u
CCOc1cc(-c2nnc(SCC(=O)Nc3ccc(F)c(F)c3)nc2-c2ccc(OC)c(OCC)c2)ccc1OC | -13.5%[46 µM]
CCc1cnc2c(c1SCC(=O)Nc1ccc(OC)c(OC)c1)c(=O)n(C)c(=O)n2C | -6.4%[46 µM]
COc1ccc(C(=O)Nc2nnc(SCc3cc(=O)n4cc(Cl)ccc4n3)s2)cc1 | 7.6%[46 µM]
O=C(CSc1nc(=O)n(Cc2cccnc2)c2c1CCC2)Nc1ccc(F)cc1F | 6.0%[46 µM]
COc1ccc(NC(=O)CSc2nc3nc(C)cc(C)n3n2)cc1OC | 23.7%[46 µM]
Cc1ccccc1CSc1nc2nc(C)c(Cc3ccccc3)c(C)n2n1 | u

Next part:
compound | Lamin A splicing
CC(=O)N1CCCc2cc(S(=O)(=O)N(C)CC(=O)Nc3ccc(C)cc3C)ccc21 | 3.3%[46 µM]
O=C(CCC(=O)N1CC2CCCN2c2ccccc21)NCc1ccccc1F (stereo not given) | -7.6%[46 µM]
Cc1nn2c(=O)cc(COC(=O)c3cccc(NC(=O)c4cccs4)c3)nc2s1 | u
CCc1nc2ccc(C(=O)N3CCN(c4cccc(OC)c4)CC3)cc2nc1CC | -3.6%[46 µM]
Cc1cc(C)cc(Nc2cc(C)nc3nc(-c4ccco4)nn23)c1 | -15.1%[46 µM]
Cc1cc(C)cc(C(=O)NCCc2csc(-c3ccc(C(F)(F)F)cc3)n2)c1 | -28.5%[46 µM]
O=C(NCc1ccccc1Cl)c1ccc(NC(=O)N2CCCCc3ccccc32)cc1 | -4.4%[46 µM]
COC(=O)c1ccc2c(c1)N(Cc1cc(C)ccc1C)C(=O)c1ccccc1S2 | -10.5%[46 µM]
CC(C)NC(=O)Cc1csc2nc(-c3ccccc3)cn12 | 4.3%[46 µM]
COC(=O)c1cccc(Nc2c(-c3ccc(O)cc3)nc3nc[nH]n23)c1 | -14.7%[46 µM]

(continued)
compound | Lamin A splicing
COc1ccc(CCC(=O)NCCc2csc(-c3cccc(C)c3)n2)cc1 | 6.6%[46 µM]
Cc1cccc(C(c2sc3nc(-c4ccco4)nn3c2O)N2CCN(Cc3ccccc3)CC2)c1 (stereo not given) | 10.3%[46 µM]
CC(=O)Nc1cccc(C(=O)NCc2ccc3c(c2)CCN3C(=O)c2ccc(F)cc2)c1 | -1.2%[46 µM]
Cc1c(Cl)cccc1-n1nc(C)c2c(C)cc(=O)n(CC(=O)N3CCCc4ccccc43)c21 | u
Cc1ccc(NC(=O)CCNS(=O)(=O)c2ccc3c(c2)CCN3C(=O)C2CC2)c(Cl)c1 | u
COC(=O)c1sc2cccc(F)c2c1S(=O)(=O)NCc1ccccc1Cl | -6.8%[46 µM]
COc1ccc(OC)c(CNc2ncnc3onc(C)c23)c1 | u
COc1ccc(N2C(=O)CS(=O)(=O)C23C(=O)N(Cc2ccc(C)cc2)c2ccccc23)cc1Cl (stereo not given) | u
Fc1ccccc1N1CCN(c2ncc3c(n2)CCN(Cc2ccc(Br)s2)C3)CC1 | -12.9%[46 µM]
Cc1ccc(-n2ncc3c(NCCc4ccccc4)ncnc32)cc1 | u

Additional results follow:
compound | Lamin A splicing
Cc1cc(C)cc(NC(=O)c2sc3nc[nH]c(=O)c3c2C)c1 | u
O=C(COc1ccc(F)cc1)Nc1ccccc1OCc1cc(=O)n2ccccc2n1 | 2.3%[46 µM]
CCOC(=O)C(C)NC(=O)c1c(C)oc2ncn(CC(C)C)c(=O)c12 (stereo not given) | -14.8%[46 µM]
CC(C)(C)OC(=O)N1CCC(c2c(C(=O)NCCN3CCOCC3)cnn2-c2ccccc2)CC1 | 18.0%[46 µM]
O=C(NC1CC(=O)N(c2ccc(F)cc2)C1)c1cccs1 (stereo not given) | 5.6%[46 µM]
CCOc1ccc(C2=C(C(C)=O)Sc3nnc(C)n3N2C(C)=O)cc1 | u
COc1ccccc1CNC(=O)CCC1N=C2c3ccccc3N=C(SCC(=O)NCCc3ccccc3)N2C1=O (stereo not given) | -7.2%[46 µM]
COC(=O)c1ccc2c(c1)N(Cc1ccc(Cl)cc1)C(=O)c1ccccc1S2 | -22.0%[46 µM]
O=C(CN1CCCN(Cc2ccc(F)cc2)S1(=O)=O)Nc1ccc2c(c1)OCCO2 | -7.7%[46 µM]
CCOc1ccc(Br)cc1S(=O)(=O)Nc1cccc(-c2ccc(OC)nn2)c1 | u

(list continues)
compound | Lamin A splicing
CCc1ccc(NC(=O)N2CCN(Cc3nc4ccc(C)cc4o3)CC2)cc1 | -24.0%[46 µM]
COc1ccc(OC)c(CNC(=O)c2ccccc2NC(=O)c2nsc3ccccc23)c1 | 2.8%[46 µM]
COc1ccc(Oc2ncnc3c2oc2ccccc23)cc1 | 1.4%[46 µM]
Cc1ccc(CNC(=O)CN2C(=O)C3CCCCN3c3ccc(C(=O)N(C)C)cc32)cc1 (stereo not given) | u
CCc1cnc2c(c1SCCC(C)C)c(=O)n(C)c(=O)n2C | -16.9%[46 µM]
O=C(NCc1ccc2c(c1)CCN2C(=O)c1ccccc1)c1cc2ccccc2[nH]1 | -10.2%[46 µM]
CCOc1ccc(C(=O)NCC(c2cccs2)S(=O)(=O)c2ccccc2)cc1 (stereo not given) | -12.2%[46 µM]
Cc1ccc(C)c(NC(=O)CN2CCSc3ccc(S(=O)(=O)N4CCCC4)cc32)c1 | u
CC(C)(C)c1ccc(OCC(=O)Nc2ccc(S(=O)(=O)Nc3ncccn3)cc2)cc1 | u
CC(=O)N1c2ccccc2CC1C(=O)N1CCN(c2cc(Cl)ccc2C)CC1 (stereo not given) | u

Screening results deposited in PubChem BioAssay by National Center for Advancing Translational Sciences (NCATS).

This is a subset, so the mix of outcomes need not match the whole.
